Pol iota inh = blocks human DNA polymerase iota activity | Q9UNA4 | Pol iota fluorescent replication assay, 10 min | Potency, µM (top dose mostly 115 µM), inactives show top-dose activity, negative = inhibition, actives largely listed as inhibitors | actives 1% (n = 390,000) | AID 588590; note: potency is the fitted concentration of half-maximal effect
Target sequence (Q9UNA4 whole entry, looked up): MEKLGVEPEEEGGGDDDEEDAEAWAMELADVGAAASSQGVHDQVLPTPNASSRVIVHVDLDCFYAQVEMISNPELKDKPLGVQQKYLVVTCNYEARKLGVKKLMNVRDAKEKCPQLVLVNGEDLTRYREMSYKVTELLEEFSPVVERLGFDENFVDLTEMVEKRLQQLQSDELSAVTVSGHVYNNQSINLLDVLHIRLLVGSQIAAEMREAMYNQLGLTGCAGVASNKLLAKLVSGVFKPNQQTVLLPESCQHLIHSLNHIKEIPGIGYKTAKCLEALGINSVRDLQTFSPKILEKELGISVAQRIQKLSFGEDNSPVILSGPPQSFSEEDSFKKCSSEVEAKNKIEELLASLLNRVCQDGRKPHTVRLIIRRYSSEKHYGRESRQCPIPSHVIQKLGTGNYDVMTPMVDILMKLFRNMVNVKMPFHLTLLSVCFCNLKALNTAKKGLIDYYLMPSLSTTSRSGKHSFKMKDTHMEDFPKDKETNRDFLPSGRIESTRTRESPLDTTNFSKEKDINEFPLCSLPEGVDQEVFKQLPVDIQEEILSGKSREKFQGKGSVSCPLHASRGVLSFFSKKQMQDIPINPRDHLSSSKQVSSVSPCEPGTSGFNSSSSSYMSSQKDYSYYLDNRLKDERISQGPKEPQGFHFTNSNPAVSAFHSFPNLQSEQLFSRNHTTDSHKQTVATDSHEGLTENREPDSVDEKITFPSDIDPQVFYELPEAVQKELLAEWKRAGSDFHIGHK
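Fluorescent replication assay read twice, at 0 min and 10 min after adding 50 nM (final) substrate. Enzyme (10 nM) and compounds were first incubated 15 min at room temperature; enzyme-free buffer wells were negative controls.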
TRHR agonist = TRH receptor (human) agonism; P34981; TRHR cells, calcium flux fluo-8, FDSS agonist mode; activation, % at 2 µM; actives 0.18% (n = 360,000); AID 493084; in the data active = activation above about 30%; note: 0% is about no effect
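TRHR-expressing cells loaded with fluo-8 calcium dye; 23 nL library compound pin-transferred, kinetic FDSS fluorescence (Ex 480/Em 530) recorded about 180 s for agonist-induced calcium release, before a 10 nM TRH EC20 addition for potentiator mode.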
ALOX12 inh = blocks human arachidonate 12S-lipoxygenase; purified 12hLO, xylenol orange hydroperoxide absorbance; actives 1.1% (n = 580,000); Potency, µM (doses to about 108 µM), inactives show top-dose activity change, negative = inhibition, hits mostly inhibitors; P18054; note: potency is the fitted concentration of half-maximal effect; % is set by controls: 0 for no effect and ±100 for the full control effect
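Hydroperoxide product was detected by ferrous iron/xylenol orange as the 573 to 405 nm absorbance ratio. Arachidonic acid at 40 uM (final) was turned over for 30 min at room temperature by 150 nM human 12hLO, pH 7.0 Hepes buffer, after 15 min compound preincubation.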
ERG-DNA inh = blocks human ERG Ets domain binding to DNA. P11308. fluorescence polarization, His-ERG Ets domain / labelled DNA. Potency, µM (highest dose often 76.9 µM), inactives show at the top dose FP activity, negative = inhibition, actives largely listed as inhibitors. actives 0.028% (n = 370,000). AID 624246; active = well fitted inhibition curve with a large enough effect in the polarisation, with a control signal flat; inconclusive = small, poorly fitted or top-dose-only effect, or effect the other way, or a change in a side signal; inactive = no such curve, though single readings can be large or run the other way; the % refers to the polarisation;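 note: polarization taken with two DNA probes labelled with fluorescein and Texas red; potency is the fitted concentration of half-maximal effect; % of control where 0% means no effect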
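His-tagged ERG Ets domain (1 uM in the protein solution; 300mM KCl, 50mM Tris-HCl, 1mM EDTA, 1mM DTT, pH 7.5) received compound, then a probe mix of 5 nM fluorescein-DNA and 100nM Texas-615-DNA. Fluorescence polarization was read for both dyes.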
BLM helicase inh = blocks DNA unwinding by human BLM helicase. recombinant BLM DNA unwinding, fluorescence dequenching. P54132. AID 2528. Potency, µM (highest dose often 56.1 µM), for inactives: top-dose activity change, negative = inhibition, hits mostly inhibitors. actives 0.2% (n = 350,000);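 note: potency is the fitted concentration of half-maximal effect; plate controls were vehicle for no effect and no enzyme for full effect; nearly all actives have a fitted effect of over 35% in size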
Anesthetic bind = candidate novel general anesthetic via apoferritin binding. Potency, µM (highest dose often 77.5 µM), without a hit: top-dose activity change, negative = displacement, most hits filed as inhibitors. actives 0.074% (n = 350,000). P02791. apoferritin/1-aminoanthracene competitive binding, fluorescence; note: potency is the fitted concentration of half-maximal effect; % is set by controls: 0 for no effect and ±100 for the full control effect; nearly all actives have a fitted effect of over 20% in size
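10 uM apoferritin + 50% sat. 1-AMA, PBS; cpd 10 min RT; Ex380/Em535 endpoint; normalized to free probe vs complex; 4-param Hill fit; propofol titration as pos. ctrl.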
Pol beta inh = blocks human DNA polymerase beta activity | AID 485314 | actives 1.3% (n = 340,000) | Pol beta primer extension/strand displacement, fluorescence kinetic | P06746 | Potency, µM (doses to about 114 µM), for inactives: at the highest dose activity change, negative = inhibition, hits mostly inhibitors; note: potency is the fitted concentration of half-maximal effect; % is set by controls: 0 for no effect and ±100 for the full control effect
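Kinetic readout of DNA synthesis with strand displacement by Pol beta. Compound and 10 nM enzyme sit 15 min at room temperature; 50 nM substrate starts the reaction, read immediately and at 10 min.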
APE1 inh = inhibitors of human APE1 endonuclease | P27695 | AID 2517 | Potency, µM (top dose mostly 65.8 µM), inactives show at the highest dose activity change, negative = inhibition, hits mostly inhibitors | recombinant APE1, TAMRA/BHQ-2 abasic DNA cleavage fluorescence | actives 0.35% (n = 350,000);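 note: potency is the fitted concentration of half-maximal effect; plate controls were vehicle for no effect and reference inhibitor for full effect; nearly all actives have a fitted effect of over 55% in size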
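Step 1: APE1 (0.75 nM) with compound, 15 min RT. Step 2: add 50 nM fluorophore/quencher THF duplex. Step 3: three fluorescence reads 60 s apart (525/598 nm); read 3 minus read 1 = reaction progress.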
Pol kappa inh = DNA polymerase kappa (human) inhibition; Potency, µM (highest dose often 107 µM), for inactives: at the top dose activity, negative = inhibition, usual class: inhibitors; purified Pol kappa, fluorescent DNA synthesis assay, 10 min; actives 0.53% (n = 400,000); Q9UBT6; note: potency is the fitted concentration of half-maximal effect; % is set by controls: 0 for no effect and ±100 for the full control effect
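Readout: fluorescence, taken kinetically at 0 and 10 min. Conditions: 10 nM Pol kappa, 15 min RT compound preincubation, 50 nM substrate final. Controls: enzyme-free buffer wells.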
* = called active by the depositor; ? = inconclusive; · = not tested or not shown; [ ] = another dose, or the depositor's remark. Unless noted, calls come from the whole dose curve; as a rule, active = well fitted curve in the direction sought with a large enough effect; inconclusive = small, poorly fitted or top-dose-only effect, or another doubt; inactive = no such curve, though single readings can be large; an effect the other way counts as inactive or inconclusive.

nr | canonical_smiles | Pol kappa inh | Pol beta inh | BLM helicase inh | TRHR agonist | Pol iota inh | APE1 inh | ERG-DNA inh | Anesthetic bind | ALOX12 inh
1 | CCOC(=O)Cc1ccc(NC(=O)Nc2cccc(OCc3cc(=O)n4cc(C)ccc4n3)c2)cc1 | -5%[60.1 µM] | 15% | -4% | 0.2 | 2% | · | -1% | -3% | -11%
2 | Cc1cc(NC(=O)CSc2nc(-c3cccs3)nc3ccccc23)no1 | -7% | · | · | 0.1 | ? | -25% | 8% | · | -5%
3 | COc1cccc(Cn2c(=O)cnc3cnc(N4CCN(C)CC4)nc32)c1 | 4%[60.1 µM] | · | 5% | · | · | -4% | · | · | 0%
4 | CCCCC(=O)OCC(=O)N1N=C(c2c[nH]c3ccccc23)C(O)C1c1ccc(OC)cc1 (stereo not drawn) | -13% | 11% | -17% | 2.3 | 5% | -16% | 2% | 7% | ?
5 | Cc1cc(OCc2nnc(SCC(=O)O)n2-c2ccccc2)ccc1Cl | 0% | 36% | -4% | 0.4 | 9% | 34% | 8% | -16% | 82%[activator]
6 | COc1ccc(S(=O)(=O)Nc2ccc3c(c2)N(C(C)=O)CCC3)cc1 | -1% | · | · | -0.1 | 17% | 26% | -13% | · | -3%
7 | COc1ccc(NC(=O)c2nc(-c3ccc(C)cc3)n3c2CCCCC3)c(OC)c1 | -4% | 16% | -1% | -0.1 | 28% | · | -1% | -13% | -9%
8 | CC(=C/c1ccco1)/C=N/NC(=O)c1nnn(-c2nonc2N)c1CN(C)C | -1% | 2% | -11% | 0.1 | -1% | ? | 10% | -13% | -7%
9 | Cc1ccc(C(=O)c2c3ccccc3[n+]([O-])n2CCO)cc1 | 10% | · | · | 0.2 | 12% | -2% | 8% | · | -23%
10 | O=C(NCc1ccco1)c1ccc2c(c1)N(Cc1cccc(Cl)c1)C(=O)c1ccccc1S2(=O)=O | -6%[60.1 µM] | -25% | -7% | 0.0 | 15% | · | 11% | -6% | ?
11 | COc1ccc(-c2noc3c2-c2nc(-c4ccc(C)cc4)sc2CC3)cc1 | 14% | · | · | · | 19% | · | 2% | · | -9%
12 | CC(C)c1ccc(NC(=O)c2cc(S(=O)(=O)N3CCc4ccccc4C3)ccc2F)cc1 | 3%[60.1 µM] | 11% | 0% | -0.4 | 29% | · | 1% | -7% | 3%
13 | CCOC(=O)c1sc(NC(=O)CNC(=O)Cn2cnc3sc(C)c(C)c3c2=O)nc1C | -3% | -2% | -1% | -0.2 | 5% | 3% | 3% | -9% | 0%
14 | CCN(CC)C(=O)[C@H]1C[C@H](CC(=O)NCCc2ccccn2)C(=O)N2CCc3c([nH]c4cc(CCC(=O)N(C)C)ccc34)[C@]12C | 0% | · | · | · | 31% | 1% | -4% | · | 23%
15 | CNC(=S)N1CCN(c2ccccc2OC)CC1 | -5% | 23% | -1% | -0.2 | 8% | 2% | -1% | -7% | ?

Structural class: the entries above with a Cl atom
nr | canonical_smiles | Pol kappa inh | Pol beta inh | BLM helicase inh | TRHR agonist | Pol iota inh | APE1 inh | ERG-DNA inh | Anesthetic bind | ALOX12 inh
5 | Cc1cc(OCc2nnc(SCC(=O)O)n2-c2ccccc2)ccc1Cl | 0% | 36% | -4% | 0.4 | 9% | 34% | 8% | -16% | 82%[activator]
10 | O=C(NCc1ccco1)c1ccc2c(c1)N(Cc1cccc(Cl)c1)C(=O)c1ccccc1S2(=O)=O | -6%[60.1 µM] | -25% | -7% | 0.0 | 15% | · | 11% | -6% | ?

Three entries from above, with two lines to a compound:
Each structure is followed by: Pol kappa inh	Pol beta inh	BLM helicase inh	TRHR agonist	Pol iota inh	APE1 inh	ERG-DNA inh	Anesthetic bind	ALOX12 inh
3: COc1cccc(Cn2c(=O)cnc3cnc(N4CCN(C)CC4)nc32)c1
    4%[60.1 µM]	·	5%	·	·	-4%	·	·	0%
4: CCCCC(=O)OCC(=O)N1N=C(c2c[nH]c3ccccc23)C(O)C1c1ccc(OC)cc1 (stereo not drawn)
    -13%	11%	-17%	2.3	5%	-16%	2%	7%	?
5: Cc1cc(OCc2nnc(SCC(=O)O)n2-c2ccccc2)ccc1Cl
    0%	36%	-4%	0.4	9%	34%	8%	-16%	82%[activator]

Additional entries.
nr | canonical_smiles | Pol kappa inh | Pol beta inh | BLM helicase inh | TRHR agonist | Pol iota inh | APE1 inh | ERG-DNA inh | Anesthetic bind | ALOX12 inh
16 | Cc1cccc(C(=O)NNS(=O)(=O)c2ccccc2[N+](=O)[O-])c1 | -12% | 1% | -2% | -0.4 | 0% | 2% | 1% | 2% | ?
17 | CC(=O)c1ccc(N2C(=O)[C@@H]3C(CCC(N)=O)NC4(C(=O)Nc5c4ccc(Cl)c5C)[C@@H]3C2=O)cc1 (stereo partly drawn) | -1% | 10% | -1% | -0.4 | 12% | 1% | 5% | -13% | 0%
18 | O=C(O)c1cc(S(=O)(=O)Nc2cc(Cl)ccc2Oc2ccccc2)ccc1O | -18% | · | · | 0.2 | -11% | 14% | -2% | · | ?
19 | O=C(Cc1cccs1)Nc1ccc(-c2nc3ccccc3[nH]2)cc1 | -10% | 5% | 0% | -0.3 | -2% | -7% | 5% | -12% | -1%
20 | C=CCSc1nnc(CCc2ccccc2)n1N | -12% | · | · | 0.3 | 19% | 6% | -4% | · | 1%
21 | CCSc1nnc(NC(=O)c2nc(S(=O)(=O)Cc3ccc(F)cc3)ncc2Cl)s1 | -6% | 1% | -4% | 0.1 | ? | 3% | 3% | -9% | -6%
22 | Cc1ccc(CN(Cc2cc3cccc(C)c3[nH]c2=O)C(=S)NCCCN(C)C)cc1 | -14% | 4% | -10% | 1.3 | 140%[activator] | 2% | -7% | -9% | -30%
23 | Cc1ccc(C(=O)Nc2c3c(nn2C(C)(C)C)CS(=O)(=O)C3)cc1C | -11% | 5% | -1% | 0.0 | 0% | ? | 2% | -8% | 8%
24 | CCn1cc(C(=O)NCc2ccc(C)cc2)c(=O)c2cc(S(=O)(=O)N3CCCCCC3)ccc21 | -13%[60.1 µM] | -8% | -6% | 0.4 | ? | · | -2% | ? | -20%

Shown with one line to a screen: entries from further up
[18] O=C(O)c1cc(S(=O)(=O)Nc2cc(Cl)ccc2Oc2ccccc2)ccc1O
[19] O=C(Cc1cccs1)Nc1ccc(-c2nc3ccccc3[nH]2)cc1
Screen / compound no.	18	19
Pol kappa inh	-18%	-10%
Pol beta inh	·	5%
BLM helicase inh	·	0%
TRHR agonist	0.2	-0.3
Pol iota inh	-11%	-2%
APE1 inh	14%	-7%
ERG-DNA inh	-2%	5%
Anesthetic bind	·	-12%
ALOX12 inh	?	-1%

Some of the compounds tested; the hit share may differ from the screen's.
